AmpC detergent – qHTS Inhibitors of AmpC Beta-Lactamase (assay with detergent) | AID 485294, 2010 | 370,000 tested, 0.041% active | AmpC hydrolysis of nitrocefin, absorbance 480 nm, 0.01% Triton | Potency, µM (top dose mostly 114 µM), for inactives: at the top dose activity change, negative = inhibition, usual class: inhibitors;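 note: potency is the fitted concentration of half-maximal effect; 0% = no-compound wells and -100% = no-enzyme wells; nearly all actives have a fitted effect of over 25% in size; some results filed as inactive show a strong effect at the top dose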
Target sequence (P00811 whole entry, looked up): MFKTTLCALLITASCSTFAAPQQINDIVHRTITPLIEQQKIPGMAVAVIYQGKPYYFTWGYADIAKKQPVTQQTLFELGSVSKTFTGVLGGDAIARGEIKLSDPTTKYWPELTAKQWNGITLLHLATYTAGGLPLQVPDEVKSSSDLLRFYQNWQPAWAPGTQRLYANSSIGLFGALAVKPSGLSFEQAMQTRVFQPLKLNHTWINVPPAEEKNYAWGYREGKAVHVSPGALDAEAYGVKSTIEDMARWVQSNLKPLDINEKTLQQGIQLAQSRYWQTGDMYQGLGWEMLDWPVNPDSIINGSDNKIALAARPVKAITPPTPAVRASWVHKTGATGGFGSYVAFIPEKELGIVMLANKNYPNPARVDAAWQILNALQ
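20 mM phosphate pH 7.0 + 0.01% (detergent screen) or 0.0001% Triton X-100; 5.3 nM AmpC reagent; cpd preinc 15 min RT; nitrocefin (800 uM stock) to start; A480 q20 s × 4 min; Activity was normalised to no-enzyme and no-compound control wells.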
Sm TGR block – qHTS Assay for the Inhibitors of Schistosoma Mansoni Peroxiredoxins; Schistosoma mansoni thioredoxin glutathione reductase (TGR), Q962Y6; purified TGR, DTNB reduction, TNB absorbance 405 nm; 360,000 tested, 3% active; Potency, µM (series often up to 114 µM), inactives show at the highest dose activity change, negative = inhibition, actives largely listed as inhibitors; note: potency is the fitted concentration of half-maximal effect; nearly all actives have a fitted effect of over 60% in size
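TGR 20 nM + NADPH 100 uM (dispensed conc.), cpd preinc 15 min RT; start with NADPH (500 uM addition) then DTNB (15 mM addition). Kinetic TNB absorbance, 405 nm filter. Four-parameter Hill fit across titration.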
FBPA Giardia inh – qHTS Assay for Inhibitors of Fructose-1,6-bisphosphate Aldolase from Giardia Lamblia; purified Giardia FBPA; 290,000 tested, 0.71% active; Potency, µM (titrated, usually from 59.6 µM), inactives show at the highest dose activity, negative = inhibition, most hits filed as inhibitors; A8B2U2; note: potency is the fitted concentration of half-maximal effect; nearly all actives have a fitted effect of over 55% in size
Target sequence (A8B2U2 whole entry, looked up): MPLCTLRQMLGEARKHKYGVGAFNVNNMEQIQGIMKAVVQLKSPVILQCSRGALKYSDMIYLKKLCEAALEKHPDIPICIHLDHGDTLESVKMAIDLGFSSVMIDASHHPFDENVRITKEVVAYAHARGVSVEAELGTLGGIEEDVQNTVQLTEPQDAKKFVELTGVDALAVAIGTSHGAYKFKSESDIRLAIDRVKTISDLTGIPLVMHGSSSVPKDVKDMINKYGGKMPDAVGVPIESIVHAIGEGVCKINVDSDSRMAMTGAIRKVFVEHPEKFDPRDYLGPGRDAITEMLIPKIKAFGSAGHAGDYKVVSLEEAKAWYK
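40 nM FBPA preincubated 10 min at RT with compound (up to 57.5 uM final), then substrate plus GAPDH/TPI/NAD/arsenate coupling and diaphorase/resazurin added. Fluorescence read after 20 min at RT, 525/598 nm.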
HCMV inh – qHTS Assay for inhibitors of the human cytomegalovirus (HCMV) | activity change, negative = inhibition, % at 57.5 µM | AID 1259415, 2018 | HFF cells, HCMV-luciferase reporter, 72 h; stronger effect = lower value | 410,000 tested, 4.5% active; in the data active = activity change below about -60%; inconclusive = no clear call, values can overlap the other calls; inactive = above about -39%
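After 16 h attachment at 37C, HFF cells received test compound and HCMV-luciferase (1 PFU/cell); reporter luminescence read 72 h later, data normalized against buffer-only and known inhibitor Salinomycin.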
AmpC no deterg – qHTS Inhibitors of AmpC Beta-Lactamase (assay without detergent); P00811; AmpC nitrocefin hydrolysis, absorbance 480 nm, 0.0001% Triton; Potency, µM (top dose mostly 57.1 µM), for inactives: at the highest dose activity change, negative = inhibition, hits mostly inhibitors; 330,000 tested, 0.52% active; AID 485341, 2010;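 note: potency is the fitted concentration of half-maximal effect; plate controls were no compound for no effect and no enzyme for full effect; nearly all actives have a fitted effect of over 20% in size; some results filed as inactive show a strong effect at the top dose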
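AmpC (5.3 nM in the dispensed reagent) in 20 mM phosphate pH 7.0 with 0.01% (detergent screen) or 0.0001% Triton X-100 was preincubated with compounds for 15 min at room temperature. Nitrocefin was then added from an 800 uM solution, and hydrolysis was followed at 480 nm.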
AMA1-RON2 inh – qHTS for Inhibitors of AMA1-RON; Towards Development of Antimalarial Drug Lead: Primary Screen; Potency, µM (highest dose often 58.2 µM), inactives show top-dose activity change, negative = inhibition, usual class: inhibitors; AlphaScreen AMA1-biotinylated RON2 peptide binding; 360,000 tested, 0.2% active;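 note: potency is the fitted concentration of half-maximal effect; 0% = vehicle wells and -100% = peptide control; nearly all actives have a fitted effect of over 45% in size; some results filed as inactive show a strong effect at the top dose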
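AMA1 (3D7) with his tag at 25 nM final met compounds first, then biotinylated RON2 peptide at 25 nM; detection used donor plus acceptor beads, 10 µg/mL apiece, read by AlphaScreen after 30 min at room temperature.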
The depositor's hits bear a star; ? = inconclusive; nt = not tested or not shown; & = joins results of further samples; [ ] = remark or other dose. Unless noted, calls come from the whole dose curve; as a rule, active = well fitted curve in the direction sought with a large enough effect; inconclusive = small, poorly fitted or top-dose-only effect, or another doubt; inactive = no such curve, though single readings can be large; an effect the other way counts as inactive or inconclusive. Unless noted, % is set by controls: 0 for no effect and ±100 for the full control effect. Random draw from the library; 7.8% or so of the library scored in one or more.

SMILES	AmpC detergent	Sm TGR block	FBPA Giardia inh	HCMV inh	AmpC no deterg	AMA1-RON2 inh
CCCSc1ncnc2sc(C)c(C)c12	-4%	4%	-9%	9	-47%	0%
CC(C)CN1CCN(Cc2cccc3ncccc23)CC1CCO (stereo unspecified)	1%	0%	0%	20	-10%	-2%
O=C(c1cc(Cl)c(=O)n(Cc2ccc(Cl)cc2)c1)N1CCOCC1	-1%	19%	6%	-30	-14%	0%
CCC1(c2cccc(Cl)c2)NC(=O)N(Cc2cc(C(=O)OC)c(C)o2)C1=O (stereo unspecified)	7%	25%	17%	22	0%	-7%
Cc1[nH]c2ccccc2c1C(=O)CN1CCCC(C)C1 (stereo unspecified)	2%	25µM*	-2%	64	4%	-1%
Cc1ccc(NC(=O)C(Cc2ccccc2)n2cccc2)cc1 (stereo unspecified)	5%&22%	0%&9%	-4%	9&-1	-29%	-28%
COc1cc(C(=O)Nc2cc(C)ccn2)ccc1OCC(=O)N1CCOCC1	-8%	0%	nt	51	-7%	9%
Cc1ccc(-c2nc(CCNC(=O)C(=O)Nc3ccc(C)c(Cl)c3)cs2)cc1	4%	5%	nt	-12	nt	nt
NC(=O)C1(N2CCCCC2)CCN(C(=O)Nc2ccccc2C(F)(F)F)CC1	-3%	-7%	3%	-18	0%	11%
CCCCCCCc1ccc(-c2ccc(O)cc2)nc1	-5%	nt	-6%	-22	-5%	-2%
N=c1n(CC(=O)c2cccs2)c2ccccc2n1Cc1ccccc1	-5%	6%	-2%	-10	17%	10%
CCC(CC)NC(=O)C1CC(=O)N(CCc2ccc(F)cc2)C1 (stereo unspecified)	-8%	3%	5%	15	0%	-15%
CCOC(=O)C1=C(C)Nc2nnnn2C1c1ccccc1Cl (stereo unspecified)	-10%	-17%	-10%	-31	-5%	-8%
CCN(C(=O)CSc1nc2ccccc2c(=O)n1-c1ccc(C)cc1)C1CCS(=O)(=O)C1 (stereo unspecified)	-5%	7%	-12%	-2	52%	16%
C/C(=N\Nc1ccc(Cl)c(C(=O)O)c1)c1cccc2ccccc12	?	?	-14%	19	-29%	-30%

Looked up by structure from above, two records:
SMILES	AmpC detergent	Sm TGR block	FBPA Giardia inh	HCMV inh	AmpC no deterg	AMA1-RON2 inh
Cc1[nH]c2ccccc2c1C(=O)CN1CCCC(C)C1 (stereo unspecified)	2%	25µM*	-2%	64	4%	-1%
CCC1(c2cccc(Cl)c2)NC(=O)N(Cc2cc(C(=O)OC)c(C)o2)C1=O (stereo unspecified)	7%	25%	17%	22	0%	-7%

Continued.
SMILES	AmpC detergent	Sm TGR block	FBPA Giardia inh	HCMV inh	AmpC no deterg	AMA1-RON2 inh
Cc1ccc(-c2nnc(CSc3nnc(COc4cccc5ccccc45)n3-c3ccccc3)o2)cc1	6%	8%	-2%	60	20%	-1%
COc1ccc(CC(=O)OCC(=O)NC(=O)NC(C)C)cc1	1%	8%	1%	51	-9%	15%
Cn1cnnc1Sc1nc2ccccc2nc1NS(=O)(=O)c1ccccc1	?	2%	-14%	-38	-19%	-2%
C[C@H](CO)N1C[C@H](C)[C@@H](CN(C)CC2CC2)Oc2c(NC(=O)Cc3ccccc3)cccc2C1=O	nt	nt	nt	?	82%[activator]	6%
Cc1cc(=O)oc2cc(OC(=O)CCN3C(=O)c4ccccc4C3=O)ccc12	-3%	0%	12%	36	-12%	-1%
COc1ccc(-c2cc(C(=O)NC3=NCCS3)c3ccccc3n2)cc1OC	2%	0%	-11%	67	28%	46%[activator]
COc1ccc(C(=O)/C=C/c2ccc(OC)c(O)c2)c(F)c1	-7%	3%	-21%	?	-28%	1%
Cc1ccc(NC(=O)C2CCCN(C(=O)c3ccc(Cl)cc3)C2)cc1 (stereo unspecified)	-7%	-3%	6%	0	25%	18%
Cc1ccc(C2=Nn3c(COc4ccc(Cl)cc4)nnc3SC2CC(=O)O)cc1 (stereo unspecified)	-5%	-22%	14%	6	20%	-3%
COc1ccc(Nc2nnc(Cc3ccc(Cl)cc3)c(=O)[nH]2)c(OC)c1	?	1%	-3%	15	-34%	5%
O=C(NCCCN1CCCCCC1)c1ccc(CS(=O)(=O)Cc2ccccc2F)o1	-11%	?	-15%	-38	100%[activator]	-6%
CC(=O)c1c(C)nn(CCC(=O)O)c1C	-15%	-12%	-1%	27	-9%	3%
CN(C)S(=O)(=O)n1cnc(-c2ccccc2)c1-c1ccccc1	0%	7%	0%	24	3%	-3%
Cc1c(C2(O)C(=O)Nc3ccc(F)cc32)c(=O)n(-c2ccccc2)n1C (stereo unspecified)	-14%	-2%	17%	-10	-34%	2%
N#C/C(=C/c1ccc(Cl)cc1Cl)c1nc2ccccc2c(=O)[nH]1	15%	4%	nt	-10	nt	nt

15 structures from above, sorted by molecular weight, smallest number first.
SMILES	AmpC detergent	Sm TGR block	FBPA Giardia inh	HCMV inh	AmpC no deterg	AMA1-RON2 inh
CC(=O)c1c(C)nn(CCC(=O)O)c1C	-15%	-12%	-1%	27	-9%	3%
COc1ccc(C(=O)/C=C/c2ccc(OC)c(O)c2)c(F)c1	-7%	3%	-21%	?	-28%	1%
CCOC(=O)C1=C(C)Nc2nnnn2C1c1ccccc1Cl (stereo unspecified)	-10%	-17%	-10%	-31	-5%	-8%
CN(C)S(=O)(=O)n1cnc(-c2ccccc2)c1-c1ccccc1	0%	7%	0%	24	3%	-3%
N#C/C(=C/c1ccc(Cl)cc1Cl)c1nc2ccccc2c(=O)[nH]1	15%	4%	nt	-10	nt	nt
Cc1c(C2(O)C(=O)Nc3ccc(F)cc32)c(=O)n(-c2ccccc2)n1C (stereo unspecified)	-14%	-2%	17%	-10	-34%	2%
Cc1ccc(NC(=O)C2CCCN(C(=O)c3ccc(Cl)cc3)C2)cc1 (stereo unspecified)	-7%	-3%	6%	0	25%	18%
COc1ccc(Nc2nnc(Cc3ccc(Cl)cc3)c(=O)[nH]2)c(OC)c1	?	1%	-3%	15	-34%	5%
Cc1cc(=O)oc2cc(OC(=O)CCN3C(=O)c4ccccc4C3=O)ccc12	-3%	0%	12%	36	-12%	-1%
Cn1cnnc1Sc1nc2ccccc2nc1NS(=O)(=O)c1ccccc1	?	2%	-14%	-38	-19%	-2%
Cc1ccc(C2=Nn3c(COc4ccc(Cl)cc4)nnc3SC2CC(=O)O)cc1 (stereo unspecified)	-5%	-22%	14%	6	20%	-3%
O=C(NCCCN1CCCCCC1)c1ccc(CS(=O)(=O)Cc2ccccc2F)o1	-11%	?	-15%	-38	100%[activator]	-6%
CCN(C(=O)CSc1nc2ccccc2c(=O)n1-c1ccc(C)cc1)C1CCS(=O)(=O)C1 (stereo unspecified)	-5%	7%	-12%	-2	52%	16%
C[C@H](CO)N1C[C@H](C)[C@@H](CN(C)CC2CC2)Oc2c(NC(=O)Cc3ccccc3)cccc2C1=O	nt	nt	nt	?	82%[activator]	6%
Cc1ccc(-c2nnc(CSc3nnc(COc4cccc5ccccc45)n3-c3ccccc3)o2)cc1	6%	8%	-2%	60	20%	-1%

Other records
SMILES	AmpC detergent	Sm TGR block	FBPA Giardia inh	HCMV inh	AmpC no deterg	AMA1-RON2 inh
CC(CCC(=O)O)C1CC[C@H]2C3CCC4CC(=O)CCC4(C)[C@H]3CC(=O)C12C (stereo partly specified)	-5%	-12%	-10%	3	-10%	10%
Cc1cccc(C)c1OC1(c2ccccc2)OC(=O)c2ccccc21 (stereo unspecified)	-13%	5%	nt	-18	-15%	10%
Cc1nn(Cc2ccc(Cl)cc2)c(C)c1NC(=O)c1noc2c1CCc1ccccc1-2	20%	3%&-4%	-5%	36&-31	13%	-6%
O=c1cc(-c2ccccc2)nc(N2CCN(Cc3ccccc3)CC2)[nH]1	-3%	6%	-2%	-21	15%	-8%
CC(/C=C/c1ccccc1)=N/O	-2%	2%	6%	-25	-12%	7%
CCc1ccc(N(CC(=O)NCc2cccnc2)S(=O)(=O)c2ccccc2)cc1	1%	-19%	nt	-13	-19%	3%
CCOc1ccc(NC(=O)CSc2nc3c(c(=O)[nH]2)CCCC3)cc1	10%	3%	nt	-2	nt	nt
CCOC(=O)N1CCC(NC(=O)c2cc3cc4cc(OC)ccc4nc3o2)CC1	?	9%	0%	-26	0%	7%
Cc1cccc(-n2c(SCC(=O)NCc3ccc4c(c3)OCO4)nc3ccccc3c2=O)c1	2%	0%	0%	?	-23%	10%
O=C(COC(=O)CSc1ccc(F)cc1)NNC(=O)c1ccc([N+](=O)[O-])cc1	?	5%	nt	-27	-21%	84%[activator]
CC(C)C(C)NC(=O)COc1ncnc2ccccc12 (stereo unspecified)	?	-11%	0%	37	-12%	-1%
COC(=O)C1=C(C)OC(N)=C(C#N)C1c1ccsc1 (stereo unspecified)	-6%	?	-24%	5	-18%	2%
Cc1noc(C)c1-c1nc(CS(=O)(=O)c2ccc(Cl)cc2)no1	-5%	-1%	8%	52	-19%	7%
CC(=O)Oc1ccc(C(=O)Nc2ccc(S(=O)(=O)NCC3CCCO3)cc2)cc1 (stereo unspecified)	4%	4%	7%	38	-16%	0%
COc1ccc2c(c1)CCN(C(=O)CCl)C2C1C(=O)CCCC1=O (stereo unspecified)	0%	?	-10%	-38	-14%	-3%
Cc1ccc(/C=C/C(=O)N2CCC(c3nc4ccccc4o3)CC2)cc1	-3%	0%	nt	26	nt	nt
CCOc1ccc(N2CC(C(=O)Nc3ccc(S(=O)(=O)NCC4CCCO4)cc3)CC2=O)cc1 (stereo unspecified)	0%	14%	-2%	-8	60%[activator]	-3%
O=C(Cc1n[nH]c(=O)c2ccccc12)OCC(=O)c1ccc(OC(F)F)cc1OC(F)F	?	-3%	nt	-14	-16%	2%
CCCCC(C(=O)NC(C)(C)C)N(Cc1ccccc1Cl)C(=O)c1snc(C(N)=O)c1N (stereo unspecified)	0%	4%	-1%	-1	1%	-12%
CCc1cc(CNC(=O)C2CCC(=O)N(Cc3ccc(Cl)cc3)C2)on1 (stereo unspecified)	-12%	-34%	-3%	-3	16%	4%
Cn1c(N2CCN(S(=O)(=O)c3ccc(F)cc3)CC2)nc2ccccc21	-3%	1%[57.1 µM]	6%	24	-2%	-1%
Cc1nc(SCC(=O)Nc2cccc(Cl)c2)n[nH]1	9%	11%	-4%	-9	-20%	0%
CCOc1ccc(CCNC(=O)C2CC(=O)N(C3CCCC3)C2)cc1OCC (stereo unspecified)	-9%	2%	7%	?	15%	-3%
